MMP-13 inhibitor: human MMP13 inhibitors, primary screen, biochemical, FRET peptide cleavage. Collagenase 3 (Homo sapiens), P45452. MMP-13 fTHP FRET cleavage, Mca fluorescence. inhibition, % at 4 µM. 0.07% of 65,000 active;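 active = inhibition above the mean of compound-free control plate wells plus 3 SD, cut at about 14% in these data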;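 also: 0% = DMSO wells and 100% = wells with reference MMP-13 inhibitor after basal subtraction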
MKP-1 inh: MKP-1 phosphatase inhibitors, primary screen, biochemical, in vitro. Dual specificity protein phosphatase 1 (Homo sapiens), P28562. recombinant MKP-1, OMFP hydrolysis fluorescence. inhibition, %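 (compounds tested at a single concentration somewhere between 10 and 100 µM)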. 0.15% of 65,000 active. AID 374, 2006;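 active = inhibition above about 50%, limit read from the data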;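 also: 0% = DMSO max control wells and 100% = wells with enzyme stopped by NaOH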
Target sequence (P28562 whole entry, looked up): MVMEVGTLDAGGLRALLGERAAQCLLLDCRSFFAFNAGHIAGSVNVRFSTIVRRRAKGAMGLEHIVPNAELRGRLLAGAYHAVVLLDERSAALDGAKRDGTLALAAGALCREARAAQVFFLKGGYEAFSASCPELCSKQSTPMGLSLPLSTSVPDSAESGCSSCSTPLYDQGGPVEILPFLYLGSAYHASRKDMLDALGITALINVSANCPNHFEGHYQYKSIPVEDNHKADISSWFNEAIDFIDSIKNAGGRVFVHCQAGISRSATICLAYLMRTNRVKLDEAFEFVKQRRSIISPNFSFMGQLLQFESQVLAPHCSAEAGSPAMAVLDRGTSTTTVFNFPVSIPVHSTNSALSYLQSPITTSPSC
JNK3 inh: JNK3 kinase activity inhibitors, primary screen, biochemical, human, purified enzyme. Mitogen-activated protein kinase 10 (Homo sapiens), P53779. HTS. inhibition, % at 8 µM. 0.61% of 60,000 active. AID 746, 2007; in the data active = inhibition above about 17%;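 also: 0% = DMSO and 100% = reference inhibitor; many of its hits are not listed in these tables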
FXIIa mix inh: human factor XIIa inhibitors, primary screen, biochemical, pooled compound mixtures, fluorogenic substrate. Coagulation factor XII (Homo sapiens), P00748. purified FXIIa. inhibition, % at 5 µM. 0.2% of 62,000 active;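 also: 0% = enzyme without compound and 100% = no enzyme blank; some results filed as inactive read as strong as hits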
Target sequence (P00748 20-372 limits assumed): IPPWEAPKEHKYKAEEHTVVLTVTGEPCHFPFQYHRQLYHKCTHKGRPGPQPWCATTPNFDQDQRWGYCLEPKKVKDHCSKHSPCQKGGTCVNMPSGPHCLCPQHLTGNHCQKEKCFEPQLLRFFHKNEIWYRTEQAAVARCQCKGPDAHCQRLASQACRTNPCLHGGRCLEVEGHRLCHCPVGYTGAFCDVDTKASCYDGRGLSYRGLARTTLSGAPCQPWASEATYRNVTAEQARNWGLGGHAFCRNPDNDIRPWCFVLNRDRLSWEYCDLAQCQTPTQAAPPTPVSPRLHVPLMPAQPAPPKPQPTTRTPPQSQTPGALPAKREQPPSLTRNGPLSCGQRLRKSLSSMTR
Target sequence (P00748 373-615 limits assumed): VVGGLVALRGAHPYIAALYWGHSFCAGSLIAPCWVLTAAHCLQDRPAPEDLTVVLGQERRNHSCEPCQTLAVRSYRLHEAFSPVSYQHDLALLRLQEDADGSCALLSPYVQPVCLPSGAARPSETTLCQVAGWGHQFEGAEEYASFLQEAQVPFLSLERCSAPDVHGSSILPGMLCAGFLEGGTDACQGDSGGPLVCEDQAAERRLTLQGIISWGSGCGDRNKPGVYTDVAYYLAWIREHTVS
Hsp90 block: tumor Hsp90 inhibitors, primary screen, cell lysate, fluorescence polarization, NCI-N417 lysate; Heat shock protein HSP 90-alpha (Homo sapiens), P07900; Cy3B-geldanamycin FP displacement; inhibition, % at 30 µM; 0.35% of 64,000 active;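 active = inhibition above 50%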;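 also: 0% = tracer plus lysate wells and 100% = tracer alone without lysate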
Cdc25B block: inhibitors of Cdc25B phosphatase catalytic domain, primary screen, biochemical, OMFP fluorescence. M-phase inducer phosphatase 2 (Homo sapiens), P30305. inhibition, %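 (compounds tested at 10 µM final in the well)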. recombinant Cdc25B, OMFP fluorescence Ex485/Em525. 0.1% of 65,000 active; in the data active = inhibition above about 50%
AP complement: alternative complement pathway inhibitors, primary screen, biochemical, ELISA, human serum, orthogonally pooled compounds. LPS-coated ELISA, C3 deposition; tested in compound mixtures. AID 1235, 2008. 0.08% of 62,000 active. inhibition, % at 5 µM;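 active = inhibition above 30% in each of the two pooled mixtures holding the compound, so the lower value exceeds 30%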;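 also: 0% = serum in Mg-EGTA without compound and 100% = EDTA serum blank; some compounds past the cut are filed as inactive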
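Test system: human serum complement alternative pathway, C3 deposition onto LPS / Medium: Mg2+-EGTA GVB++ buffer containing human serum at 1:15 dilution / Probe or stimulus: Plate-bound LPS / Times: 1 h at 37 °C / Signal: ELISA with HRP anti-human C3 antibody, TMB substrate, absorbance 450 nm / Measure: percent inhibition / Repeats: two pool placements per compound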
Abs 340nm: compound light absorbance at 340 nm, profiling panel, artefact control, biochemical, MLSMR library, data from PS, PMK, MK assays | fold change at 10 µM | 65,000 tested, under 10 active | AID 708, 2007 | compound absorbance at 340 nm, fold over control;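 active = at 10 µM dose, initial 340 nm absorbance at least 2 fold that of control wells; inactive = change under 2 fold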;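 also: initial absorbance extrapolated from kinetic A340 decline of NADH oxidation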
FXIa inh mix: FXIa protease inhibitors in compound pools, primary screen, biochemical, 10-compound mixtures | Coagulation factor XI (Homo sapiens), P03951 | 0.19% of 62,000 active | purified FXIa, fluorogenic substrate, pooled mixtures | inhibition, % at 5 µM;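 also: each value is inhibition by a whole ten-compound pool holding the compound; 0% = enzyme with no mixture and 100% = wells lacking enzyme; strong numbers were not always called active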
* = called active by the depositor; x = no result given; [ ] = another dose, or the depositor's remark. Rule as the data show it, unless noted: active = inhibition above about 20% (passing the limit was not always enough); inactive = the rest.

SMILES	MMP-13 inhibitor	MKP-1 inh	JNK3 inh	FXIIa mix inh	Hsp90 block	Cdc25B block	AP complement	Abs 340nm	FXIa inh mix
COc1cccc(-n2c(SCC#N)nnc2-c2cnccn2)c1	1.1	0.1	-2.6	4.9	-3.9	16.9	7.7	0.99	3.9
Cn1c(=O)oc2cc(S(=O)(=O)N3CCCC(C(=O)N4CCc5ccccc5C4)C3)ccc21 (stereo not given)	3.7	3.0	1.3	15.8	-1.4	2.1	16.4	1.06	2.7
CCC(C)(C)n1nnnc1CN(Cc1ccco1)Cc1cc2cc3c(cc2[nH]c1=O)OCO3	-123.6[fluorescence artefact?]	2.0	-6.2	3.8	-0.8	0.0	-18.5	1.15	-4.2
CC(Oc1cc(C(F)(F)F)cc(C(F)(F)F)c1)C(=O)NC(N)=O (stereo not given)	5.0	4.2	0.9	2.6	-0.4	1.8	4.6	1.03	2.1
CCN(CC)CCN=C1CCCc2ccccc2N1	2.0	-2.5	-6.4	-2.7	-1.5	-3.6	13.8	1.01	1.9
O=C1OC2CC3CC1CC(O)(C3)C2 (stereo not given)	5.6	10.2	-8.7	1.8	0.3	-2.3	4.8	1.01	10.6
CCCCNC(=O)C1CC(=O)N(C2CCCCC2)C1 (stereo not given)	-2.6	-0.1	5.2	2.9	-1.2	-5.6	16.3	1.03	7.6
Cc1ccc(OCC(=O)Nc2ccc(O)c(C(=O)O)c2)cc1C	-76.7[fluorescence artefact?]	-1.6	1.7	2.2	-5.6	5.1	12.6	1.03	-3.8
Cc1cccc(OCC(O)CN2CCN(C3CCCCC3)CC2)c1 (stereo not given)	2.7	21.0	4.2	-15.3	-2.9	4.7	10.2	1.02	-0.3
COc1ccccc1N(CC(=O)NCCSc1ccccc1)S(C)(=O)=O	5.2	4.9	-0.8	x	-1.3	-13.7	x	1.06	x
COc1cccc(C(=O)SC2=NCCS2)c1	-2.8	23.7	4.9	6.4	2.1	-14.6	-3.1	1.04	12.0
O=c1[nH]c(NCc2ccccc2)nc2c1CCC2	-5.4	-12.2	4.5	-14.7	-2.9	2.8	2.3	1.01	-4.1
CC(=O)Nc1ccc(S(=O)(=O)NCc2cn3ccsc3n2)cc1	5.3	-4.5	-7.8	x	-5.3	-6.3	x	1.01	x
Cc1ccc(S(=O)(=O)C(CCC(=O)N2CCOCC2)S(=O)(=O)c2ccc(C)cc2)cc1	4.6	-8.3	-3.3	4.3	87.6*	-1.0	14.1	1.04	4.5
Nc1[nH]ncc1C(=O)Nc1cccc(C(F)(F)F)c1	-0.8	-6.9	5.1	8.3	-1.4	-9.3	-6.9	1.04	39.4
Cc1ccc(NCN2C(=O)c3ccccc3C2=O)c(C)c1	-2.0	22.5	-4.0	0.9	-1.0	-0.6	-2.7	1.01	-15.5
COC(=O)c1cc(NC(=O)CC2C(=O)NCCN2C(=O)c2ccccc2)cc(C(=O)OC)c1 (stereo not given)	-5.2	3.5	-0.5	8.8	-1.3	-12.8	-3.4	1.02	9.6
O=S(=O)(O)c1nc2ccccc2n1Cc1ccc(Cl)cc1Cl	-7.8	9.2	-3.0	x	0.0	0.1	x	1.03	x
CCOC(=O)c1c(C)nc(-c2ccccc2)nc1NC(C)=O	0.4	11.7	-1.9	5.2	1.3	-6.5	-13.2	1.04	1.7
Cc1cccc(-n2nnnc2SCC(=O)c2cc(C)n(CC3CCCO3)c2C)c1 (stereo not given)	-6.7	24.9	1.3	-0.6	-5.8	-19.7	6.3	0.99	3.9
COC(=O)CCSCC(=O)Nc1cc(C)on1	3.0	5.2	-2.7	11.8	-11.6	-3.0	15.8	1.01	10.2
c1csc(-c2ccc3ccccc3n2)c1	-32.2	-1.1	-1.5	7.7	-3.0	-8.8	-3.1	1.14	-0.1
CCn1c(O)c(C=Nc2ccccc2)oc1=S	-5.2	-0.7	0.3	1.3	-3.8	2.8	4.0	1.08	4.5
Nc1cccc(S(=O)(=O)c2cccc(N)c2)c1	2.9	19.8	-11.7	2.6	-4.7	8.9	4.3	0.98	-25.7
CC(C)(C)OC(=O)N1CC=C2C(C#N)=C(N)C(C#N)(C#N)C(c3cccs3)C2C1 (stereo not given)	-3.9	29.7	x	-2.4	-10.2	-4.3	3.7	1.02	11.1

A second format for some results above.
Under each structure – MMP-13 inhibitor, MKP-1 inh, JNK3 inh, FXIIa mix inh, Hsp90 block, Cdc25B block, AP complement, Abs 340nm, FXIa inh mix
- O=C1OC2CC3CC1CC(O)(C3)C2 (stereo not given)
  5.6, 10.2, -8.7, 1.8, 0.3, -2.3, 4.8, 1.01, 10.6
- CCCCNC(=O)C1CC(=O)N(C2CCCCC2)C1 (stereo not given)
  -2.6, -0.1, 5.2, 2.9, -1.2, -5.6, 16.3, 1.03, 7.6
- Cc1ccc(OCC(=O)Nc2ccc(O)c(C(=O)O)c2)cc1C
  -76.7[fluorescence artefact?], -1.6, 1.7, 2.2, -5.6, 5.1, 12.6, 1.03, -3.8
- Cc1cccc(OCC(O)CN2CCN(C3CCCCC3)CC2)c1 (stereo not given)
  2.7, 21.0, 4.2, -15.3, -2.9, 4.7, 10.2, 1.02, -0.3
- COc1ccccc1N(CC(=O)NCCSc1ccccc1)S(C)(=O)=O
  5.2, 4.9, -0.8, x, -1.3, -13.7, x, 1.06, x

Returning to the listing with the two entries that preceded the break.
SMILES	MMP-13 inhibitor	MKP-1 inh	JNK3 inh	FXIIa mix inh	Hsp90 block	Cdc25B block	AP complement	Abs 340nm	FXIa inh mix
Nc1cccc(S(=O)(=O)c2cccc(N)c2)c1	2.9	19.8	-11.7	2.6	-4.7	8.9	4.3	0.98	-25.7
CC(C)(C)OC(=O)N1CC=C2C(C#N)=C(N)C(C#N)(C#N)C(c3cccs3)C2C1 (stereo not given)	-3.9	29.7	x	-2.4	-10.2	-4.3	3.7	1.02	11.1
Cc1ccc(NC(=O)C2(N(CC(C)C)C(=O)Cn3nnnc3N)CCCCC2)cc1	0.8	2.5	0.7	-11.9	-1.4	14.7	-0.8	0.99	8.7
CCOc1c(Br)cc(CNc2ncn[nH]2)cc1OC	7.8	1.8	1.4	4.0	-4.4	-10.6	0.8	1.05	-0.8
Cc1cc(N=Cc2c(O)n(-c3ccc4c(c3)OCO4)c(=O)c3ccccc23)ccn1	-32.2	32.5	5.5	10.3	-4.9	-5.0	1.8	1.05	-1.0
CCOC(=O)CSc1nc2sc(C)c(C)c2c(=O)n1C	-0.1	-6.1	-1.6	-16.2	-0.1	-8.6	9.1	1.02	8.4
COc1cc(C2N(c3ccccc3)CCN2c2ccccc2)ccc1OC(C)=O	2.4	-1.5	-11.9	7.5	0.8	-4.5	-10.8	1.04	5.2
COc1ccc(CNC(=O)c2cnn3c(C(F)F)cc(C)nc23)cc1OC	4.2	-0.5	24.3*	0.2	1.9	1.4	2.9	1.05	4.8
Cc1c(C(=O)N2CCOCC2)sc2ncn(CC(=O)N3CCC(C)CC3)c(=O)c12	0.1	3.5	-5.1	-17.2	5.6	5.0	3.2	1	10.6
O=C(CN1C(=O)CSc2ccccc21)Nc1ccc2c(c1)OCCO2	1.8	33.1	x	33.1	-6.2	-0.5	7.2	1.03	0.2
O=C(OCCOc1ccc(Br)cc1)c1cnccn1	-5.2	3.7	5.2	11.4	-6.0	-10.1	-1.3	1.01	4.6
CCOc1ccccc1C(=O)NC(C)c1ccc2c(c1)OCO2 (stereo not given)	-4.4	5.0	5.5	5.6	-1.0	-3.8	1.2	0.99	-0.5
CSc1cccc(NC(=O)C2CCN(S(C)(=O)=O)CC2)c1	1.7	-0.5	-3.9	-25.1	-3.5	-11.5	9.5	0.99	-2.3
COc1cc(C(=O)NCc2nnc(SCC(=O)Nc3cccc(C)c3)o2)cc(OC)c1OC	-1.3	15.5	x	1.1	-3.7	-2.2	11.4	1.03	4.3
COc1ccc2c(CCNC(=O)c3ccco3)c[nH]c2c1	1.6	-20.9	-10.2	6.3	-2.8	-7.1	18.6	1.02	4.9
Cc1ccc(NCc2nnc(SCCN3CCCCC3)n2CC2CCCO2)cc1Cl (stereo not given)	3.0	3.6	-4.0	9.4	-2.5	-11.7	5.1	1	10.4
O=C(Nc1cccnc1)c1ccc2c(c1)OCO2	1.2	-5.4	0.0	0.4	-1.7	-5.1	-0.6	0.97	2.4
Cc1ccccc1S(=O)(=O)Nc1nc2ccccc2nc1N1CCOCC1	0.2	-6.8	-1.2	-31.4	-0.4	3.8	22.1	1.11	9.1
COc1ccc(OC)c(NC(=O)COc2ccc(S(=O)(=O)NC(C)C)cc2)c1	1.0	5.3	2.2	4.9	2.9	-6.0	0.0	1	4.9
Cc1cc(C)nc(-n2nc(C)cc2Nc2ccccc2)n1	-4.4	12.1	-6.6	9.4	-0.7	-12.6	3.2	1.12	-6.4
CCCOC(=O)c1ccc(NC(=O)C2CCCO2)cc1 (stereo not given)	-0.8	13.1	1.2	4.6	-13.4	-7.7	5.7	1.05	5.4
CCOC(=O)c1ccc(-n2[nH]c(-c3ccccc3)cc2=O)cc1	-2.8	34.1	x	3.4	-8.0	3.3	9.8	1.17	25.5
O=C(Oc1ccccc1)N1CCN(c2ccc(F)cc2)CC1	-6.1	7.9	1.7	-1.3	-1.5	-12.9	-3.2	1	-4.4
CN(CC(=O)Nc1nc2ccccc2s1)S(=O)(=O)c1ccccc1	0.7	-3.7	4.5	2.0	2.9	-11.7	4.7	1.02	6.5
COC(=O)c1ccc(CSc2nnc(-c3c[nH]c4ccccc34)n2C)o1	0.0	9.2	-6.2	9.6	1.1	3.0	30.2	1.04	5.2
O=C(Cc1cccs1)N(c1ccc(Cl)cc1)C1C=CS(=O)(=O)C1 (stereo not given)	2.8	16.1	-4.7	4.9	-4.8	1.2	-9.0	0.95	1.7
Cc1ccc(-c2nc3ncccc3o2)cc1NC(=O)c1ccco1	2.4	-7.3	5.9	4.4	-4.5	-4.9	13.3	1.02	5.5
CCC1=C/C(=C/N(C)c2ccccc2)C(=O)S1	1.5	29.1	6.0	3.0	-8.3	8.9	5.8	1.03	7.7
CCOC(=O)c1nn(-c2sc(C(=O)OC)c(C)c2C(=O)OC)cc1O	-1.9	1.7	11.2	3.6	-3.3	-6.0	4.2	1	9.8
COc1ccccc1OCC(=O)Nc1cccc(-c2nc3ccccc3o2)c1	-3.7	-0.2	2.1	-0.3	-3.5	-5.4	0.0	0.99	2.4
O=C1COc2ccc(C(=O)COC(=O)C3CCN(S(=O)(=O)c4cccs4)CC3)cc2N1	-8.4	-9.8	-3.5	1.6	5.1	0.1	15.2	1.01	1.7

Compound profiles, as listed above.
COc1ccccc1N(CC(=O)NCCSc1ccccc1)S(C)(=O)=O across the screens: MMP-13 inhibitor = 5.2; MKP-1 inh = 4.9; JNK3 inh = -0.8; FXIIa mix inh = x; Hsp90 block = -1.3; Cdc25B block = -13.7; AP complement = x; Abs 340nm = 1.06; FXIa inh mix = x
CC(=O)Nc1ccc(S(=O)(=O)NCc2cn3ccsc3n2)cc1 across the screens: MMP-13 inhibitor = 5.3; MKP-1 inh = -4.5; JNK3 inh = -7.8; FXIIa mix inh = x; Hsp90 block = -5.3; Cdc25B block = -6.3; AP complement = x; Abs 340nm = 1.01; FXIa inh mix = x

Screening data: PubChem, several laboratories
